LDHA block – inhibitors of human lactate dehydrogenase A; activity change, % (values are at about 110 or 230 µM); purified LDHA, NADH/diaphorase-resazurin fluorescence; active compounds read low; P00338; 480,000 tested, 0.15% active; in the data active means activity change below about -30%; inconclusive means mostly about -25% to -30%;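 further: plate controls were DMSO wells for no effect and wells without enzyme for full effect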
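Human LDH5 (2 nM) was incubated with 0.06 mM NADH and 0.2 mM pyruvate for 5 min at room temperature in Tris pH 7.4. Remaining NADH was coupled through diaphorase/resazurin, and resorufin fluorescence was read at 0 and 20 min.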
mIDH1 inhibitor – human IDH1 R132H inhibition; Potency, µM (titrated, usually from 76.6 µM), for inactives: top-dose activity change, negative = inhibition, hits mostly inhibitors; AID 602179; 390,000 tested, 0.093% active; O75874; IDH1-R132H enzyme, NADPH consumption, diaphorase/resazurin fluorescence; further: potency means the concentration at half of the fitted maximal effect; on the % scale 0 is the no-effect control and ±100 the full control effect; nearly all actives have a fitted effect of over 65% in size
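IDH1-R132H (0.5 ug/mL) preincubated 30 min with compound, then NADPH (0.016 mM) and alpha-KG (2 mM) added; 80 min at RT, pH 7.5. Remaining NADPH coupled via diaphorase/resazurin to fluorescence (540/590 nm); concentration-response curves normalized to no-enzyme control.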
Glioma ERSR ind – ER stress response induction in glioma; Potency, µM, for inactives: at the top dose activation, usual class: activators; 420,000 tested, 0.02% active; AID 602332; U87-MG GRP78 promoter luciferase reporter, 16 h; further: potency means the concentration at half of the fitted maximal effect; series mostly up to about 76 µM; % of control where 0% means no effect; nearly all actives have a fitted effect of over 35% in size
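Stably transfected U87-MG human glioma cells carrying a GRP78-based luminescent sensor were seeded at 1000 cells/well, pin-dosed with compounds and incubated 16 h. Luciferase reagent was then added, and end-point luminescence was read after 10 min at room temperature.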
rTrxR1 inhibitor – blocks rat thioredoxin reductase 1 | recombinant rTrxR1, NADPH fluorescence consumption, selenite substrate | Potency, µM (highest dose often 114 µM), inactives show at the highest dose activity change, negative = inhibition, hits mostly inhibitors | 390,000 tested, 1% active | O89049; further: potency means the concentration at half of the fitted maximal effect; on the % scale 0 is the no-effect control and ±100 the full control effect; nearly all actives have a fitted effect of over 65% in size
Target sequence (O89049 whole entry, looked up): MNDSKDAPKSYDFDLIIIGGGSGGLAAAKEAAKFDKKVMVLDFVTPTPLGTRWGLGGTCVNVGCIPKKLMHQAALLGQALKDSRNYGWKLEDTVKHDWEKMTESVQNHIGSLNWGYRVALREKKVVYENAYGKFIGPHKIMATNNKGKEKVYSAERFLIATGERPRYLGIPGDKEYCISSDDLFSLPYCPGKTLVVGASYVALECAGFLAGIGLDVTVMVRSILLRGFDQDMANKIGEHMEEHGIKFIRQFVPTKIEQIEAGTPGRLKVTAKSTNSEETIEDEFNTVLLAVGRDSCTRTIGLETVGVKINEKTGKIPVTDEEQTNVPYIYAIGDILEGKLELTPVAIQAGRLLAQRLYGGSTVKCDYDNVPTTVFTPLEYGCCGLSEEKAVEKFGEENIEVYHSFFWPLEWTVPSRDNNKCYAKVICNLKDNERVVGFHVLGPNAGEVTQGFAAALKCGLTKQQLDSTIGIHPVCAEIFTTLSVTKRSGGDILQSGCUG
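Rat TrxR1 (90 nM in the dispensed reagent) was pre-reduced with 400 uM NADPH for 5 min at room temperature, then incubated with compound for 15 min. After 400 uM selenite was added, NADPH fluorescence (Ex 340/Em 450 nm) was followed for 8 min.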
RGS4 inh – inhibitors of human regulator of G protein signaling 4. P49798. Transcreener GDP fluorescence polarization, RGS4-accelerated GTP hydrolysis. Potency, µM (highest dose often 114 µM), for inactives: top-dose activity change, negative = inhibition, actives largely listed as inhibitors. 390,000 tested, 0.039% active; further: potency means the concentration at half of the fitted maximal effect; on the % scale 0 is the no-effect control and ±100 the full control effect; nearly all actives have a fitted effect of over 75% in size; some results filed as inactive show a strong effect at the top dose
Target sequence (P49798 whole entry, looked up): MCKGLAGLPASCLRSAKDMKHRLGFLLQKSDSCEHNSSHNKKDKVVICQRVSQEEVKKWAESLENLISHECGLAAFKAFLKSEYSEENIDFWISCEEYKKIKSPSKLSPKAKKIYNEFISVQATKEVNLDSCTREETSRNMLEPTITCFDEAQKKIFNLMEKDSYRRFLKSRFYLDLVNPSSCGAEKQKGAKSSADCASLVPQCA
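MLSMR compounds (23 nl, pin-transferred) preincubated 10 min at room temperature with a 500nM (2x) first reagent, then RGS4 at 900nM (2x) plus Transcreener GDP mix added; fluorescence polarization (620/688 nm) read before and after 90 min at 30 °C.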
Vif-APOBEC3G blk – inhibitors of Vif-APOBEC3G interaction; Q9HC16; HeLa A3G-eYFP + Vif (tagged APOBEC3G with the HIV-1 protein that degrades it), YFP fluorescence, overnight; Potency, µM (titrated, usually from 46.1 µM), for the others: top-dose activity, negative = active, hits mostly inhibitors; 410,000 tested, 0.076% active;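 further: potency means the concentration at half of the fitted maximal effect; on the % scale 0 is the no-effect control and ±100 the full control effect; nearly all actives have a fitted effect of over 60% in size; hits raise eYFP signal because A3G escapes Vif-driven loss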
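Read-out is eYFP fluorescence (Ex 488/Em 500-530) from Vif-expressing HeLa A3G-eYFP cells; more signal means A3G escaped Vif-mediated degradation. Cells plated overnight, compound pinned in, incubated overnight at 37 deg C.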
USP1-UAF1 inh – USP1/UAF1 (human) deubiquitinase inhibition. AID 743255. 390,000 tested, 0.23% active. Potency, µM (doses to about 57.1 µM), for inactives: at the top dose activity change, negative = inhibition, actives largely listed as inhibitors. recombinant USP1/UAF1, Ub-Rhodamine cleavage fluorescence. O94782; further: potency means the concentration at half of the fitted maximal effect; on the % scale 0 is the no-effect control and ±100 the full control effect; nearly all actives have a fitted effect of over 60% in size; inactives centre near -12
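USP1/UAF1 complex at 1 nM was preincubated with compound for 15 min at room temperature, then Ub-Rho substrate (150nM final) was added. Fluorescence (480/540 nm) was read kinetically, 6 reads every 60 seconds.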
Vif-A3F inh – Vif-A3F binding inhibition. HeLa A3F-eYFP + Vif (tagged APOBEC3F with the HIV-1 protein that degrades it), YFP fluorescence increase. Potency, µM (top dose mostly 46.1 µM), inactives show top-dose activity, negative = active. 390,000 tested, 0.2% active; further: potency means the concentration at half of the fitted maximal effect; % of control where 0% means no effect; nearly all actives have a fitted effect of over 65% in size
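Fluorescence increase (Ex 488/Em 500-530) after overnight compound treatment at 37 deg C flags inhibition of Vif-driven A3F-eYFP loss in stable HeLa A3F-eYFP/Vif cells seeded overnight beforehand.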
TrxR1 substrate – substrates of rat thioredoxin reductase 1; O89049; purified TrxR1 substrate turnover, NADPH consumption readout; Potency, µM (highest dose often 114 µM), without a hit: at the top dose activity change, negative = substrate turnover; 390,000 tested, 0.01% active; AID 588456; further: potency means the concentration at half of the fitted maximal effect; on the % scale 0 is the no-effect control and ±100 the full control effect; nearly all actives have a fitted effect of over 50% in size
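Rat TrxR1, dispensed at 90 nM, was prereduced with 400 uM NADPH (final) for 5 min at ~22 deg C, then incubated with compound 15 min before 400 uM selenite. A first-read NADPH fluorescence drop versus no-compound background flagged substrates.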
Starred values were filed as active, the others as inactive; u = inconclusive; x = no result given; & = joins results of further samples; [ ] = remark or other dose. Unless noted, the call rests on the fitted dose curve; in most records, active means well fitted curve in the direction sought with a large enough effect; inconclusive means small, poorly fitted or top-dose-only effect, or another doubt; inactive means no such curve, though single readings can be large; an effect the other way counts as inactive or inconclusive. This is a subset. The share of hits here may be higher or lower than overall.

SMILES	LDHA block	mIDH1 inhibitor	Glioma ERSR ind	rTrxR1 inhibitor	RGS4 inh	Vif-APOBEC3G blk	USP1-UAF1 inh	Vif-A3F inh	TrxR1 substrate
CCOc1ccccc1OCCCOc1ccc([N+](=O)[O-])cc1Cl	-2	-1%	2%	11%[57.1 µM]	10%	-6%	-12%	-11%	-1%[57.1 µM]
CC(=O)O[C@H]1C(=O)[C@@]2(C)C([C@H](OC(=O)c3ccccc3)[C@]3(O)C[C@H](OC(=O)[C@H](O)[C@@H](NC(=O)c4ccccc4)c4ccccc4)C(C)=C1C3(C)C)[C@]1(OC(C)=O)CO[C@@H]1C[C@@H]2O (stereo partly drawn)	x	x	-2%&-4%	u	6%&190%[56.9 µM]	x	x	x	-2%[57.1 µM]
COc1ccc(S(=O)(=O)N2CCC(C(=O)NC3CC3)CC2)cc1Cl	-12	2%	0%	10%[57.1 µM]	26%	-6%	-6%	1%	9%[57.1 µM]
COc1cc(NC(=O)CSc2nc(-c3cccs3)cc(C(F)(F)F)n2)cc(OC)c1OC	-1	-8%	-1%	6%	14%	-1%	-30%	-6%	-1%
COc1ccc(/C=C2\SC(=S)N(CC(=O)Nc3nnc(C)s3)C2=O)cc1	-12	2%	0%	10%[57.1 µM]	6%	-1%	-16%	8%	12%[57.1 µM]
O=C(OC1CCOC1=O)c1cc(-c2ccc(Cl)cc2)nc2ccccc12 (stereo not drawn)	-3	1%	-1%	3%[57.1 µM]	11%	0%	-18%	-2%	13%[57.1 µM]
CN(C)c1nnnn1-c1ccccc1Oc1ncc(C(F)(F)F)cc1Cl	-10	18%	1%	-5%[57.1 µM]	0%	1%	-19%	22%	-7%[57.1 µM]
Nc1c(Cl)cnc(C(Cl)(Cl)Cl)c1Cl	-5	3%	-2%	8%[57.1 µM]	-12%	2%	-18%	6%	-6%[57.1 µM]
CC1CC(C)CN(C(=O)CCC(=O)Nc2nnc(C(C)C)s2)C1 (stereo not drawn)	-4	-9%	-2%	8%	38%	3%	-6%	-3%	-1%
O=C(Cn1cc(COc2cccc([N+](=O)[O-])c2)nn1)c1ccc(O)cc1	2	-8%	-4%	2%	9%	-1%	u	6%	0%
Cc1ccc(S(=O)(=O)NCC(=O)N2CCOCCOCCOCCOCC2)cc1	0	0%	-6%	24%	-2%	-1%	-7%	6%	7%
COc1cc(SC)ccc1C(=O)Nc1ncc(C)s1	-5	6%	-13%	-15%	3%[56.9 µM]	-4%	-3%	5%	-1%
CCOC(=O)c1[nH]c(C)c(C(=O)NCc2ccccc2Cl)c1C	-1	15%	-2%	8%	-24%	1%	-1%	3%	-1%
Nc1c2c(nc3ccn(-c4ccccc4)c(=O)c13)CCCCC2	-4	2%	3%	-1%	-5%	0%	-14%	5%	8%
O=C1/C(=C/c2ccco2)Oc2c1ccc(O)c2CN1CCCCC1	11	9%	-4%	u	-27%	-4%	32µM*	-27%	-22%[57.1 µM]
COc1c2c(cc(O)c1C(C)=O)OC(C)(C)C=C2	-2	2%	1%	2%	-2%	2%	-3%	-2%	-9%
Cc1cc(OC(=O)CNC(=O)OC(C)(C)C)c2c(C)cc(=O)oc2c1	-4	10%	0%	-14%	2%	-5%	2%	-12%	-4%
CCc1nonc1NC(=O)c1oc2cc(C)c(Cl)cc2c1C	0&-10	4%	1%	7%&17%	-3%&24%	-5%	-6%&-10%	-9%	3%&8%
COc1ccc(OCC(=O)Nc2ccccc2C(=O)N2CCCC2)cc1	-1	2%	-5%	26%[57.1 µM]	24%	3%	0%	-7%	10%[57.1 µM]
Cc1c(NC(=O)CN2C(=O)C(=O)c3ccccc32)c(=O)n(-c2ccccc2)n1C	4	-6%	-5%	16%	10%	0%	-6%	-8%	4%
CCN(CC)CCNC(=O)Cc1c(C(=O)O)n(CC)c2ccccc12	-5	4%	-6%	9%	-17%	2%	-4%	2%	7%
CCc1ccc(NC(=O)Cn2c(=O)c3cccn3c3ccccc32)cc1	-11&0&-6	6%&2%	-7%&-4%	37%&1%	9%&-25%	u	-12%&-22%	u	7%&-4%
O=C(NCCCN1CCOCC1)c1cccc(NC(=O)c2ccccc2)c1	1	9%	-6%	26%	2%	2%	-24%	3%	8%
Cc1cc(C)c2c(=O)cc(C(=O)Nc3ccc(C)c(Cl)c3)oc2c1	-6	1%	-4%	1%	7%	1%	-22%	-3%	-2%
CCn1c(CNC(=O)COc2ccc(C(C)C)cc2)nnc1SCC(=O)Nc1cc(F)ccc1C	-12	0%	-4%	-3%	-19%	-1%	-8%	1%	-11%
Cc1ccc(N=C2NC(=O)S/C2=C\c2ccco2)cc1	-10	10%	-1%	16%	15%[11.4 µM]	-14%	-14%	u	0%
CCc1ccc(CNC(=O)CN2C(=O)CSc3ccc(S(=O)(=O)N4CCOCC4)cc32)cc1	-2	-4%	-2%	0%[57.1 µM]	6%	5%	4%	-1%	-5%[57.1 µM]
CCn1c(C(C)NC(=O)c2cccc(C)c2)nc2ccccc21 (stereo not drawn)	-12	-7%	-5%	4%[57.1 µM]	-6%	-3%	-10%	-4%	9%[57.1 µM]
O=C(c1cn(-c2ccccc2)nc1-c1cccc([N+](=O)[O-])c1)N1CCCCC1	1	11%	2%	22%[57.1 µM]	-24%	-5%	-19%	-5%	5%[57.1 µM]
Cc1ccc2oc(C(=O)Nc3sc4c(c3C(=O)NCc3ccccc3)CCCC4)cc(=O)c2c1	-7	-8%	-1%	28%	5%	-3%	-26%	0%	1%
C[C@@H]1Cn2cnc(C(=O)N[C@@H](Cc3c[nH]c4ccccc34)C(=O)OC(C)(C)C)c2C(=O)N1	-9	-4%	-1%	x	x	1%	u	-2%	x
O=C(COc1ccc2c(-c3ccccc3)cc(=O)oc2c1)NCCCN1CCOCC1	-4&-17	3%	-3%	15%	-18%	0%	-10%	1%	-2%
O=C(NCCCn1ccnc1)C(=O)NCc1ccccc1	-4	8%	-5%	-3%	-38%[56.9 µM]	0%	-13%	-10%	-5%
c1ccc2n[nH]nc2c1	-5&-3	5%	-7%	-8%	-29%	0%	-11%	0%	-5%
O=C1CC(c2cccc(Cl)c2)c2cc3c(cc2N1)CCC3 (stereo not drawn)	2	2%	-1%	13%	-14%	-28%	-4%	-26%	-3%[57.1 µM]
O=C(NCCN1C(=O)S/C(=C\c2ccccc2F)C1=O)C1CC(=O)N(Cc2ccccc2)C1 (stereo not drawn)	-1	3%	3%	u	-15%	0%	-6%	4%	-21%
CC(C)N1C(=O)S/C(=C\c2ccc(-c3ccc(Cl)c(C(=O)O)c3)o2)C1=O	9	-2%	-8%	-18%	-49%	-1%	-22%	1%	3%
Nc1c(Br)cc(Br)c2c1C(=O)c1c(cccc1S(=O)(=O)O)C2=O	14	-1%	-3%	9%	18%	2%	-16%	5%	7%
Cc1ccc2c(=O)[nH]c(Nc3nc(C)cc(-c4ccccc4)n3)nc2c1	-1	-16%	1%	0%	20%[11.4 µM]	-6%	-1%	0%	-5%
CCOC(=O)c1c(NC(=O)/C=C/c2ccc3c(c2)OCO3)sc(C)c1CC	0	3%	-2%	-5%	1%	-9%	-11%	-4%	-6%
C=CCN(c1nc(C)c(Br)c(OC)n1)S(=O)(=O)c1ccc(C)cc1	1	-5%	0%	21%	11%	0%	-7%	1%	-2%
COc1ccc(OC)c(NC(=O)CN2CCCN(Cc3cc(C)ccc3C)S2(=O)=O)c1	-4	4%	-4%	26%	18%	2%	8%	0%	5%
COC(=O)C1CCN(C(=O)/C(C)=C\c2ccccc2)CC1	-6	2%	0%	6%[57.1 µM]	0%	1%	-12%	u	7%[57.1 µM]
COc1ccc(-c2cn[nH]c2-c2ccc(O)cc2O)cc1OC	11	2%	-1%	14%	-10%[56.9 µM]	-13%	-26%	-18%	5%
CC(Oc1ccccc1)C(=O)OCC(=O)NC(=O)NCc1ccco1 (stereo not drawn)	-3	3%	-2%	-12%	-2%	-5%	-12%	2%	13%
Cc1cccc(NC(=S)NCc2cccs2)c1C	-5	-1%	1%	-10%	-3%	1%	-20%	5%	-3%
CC(=O)N(CCCN(C)C)Cc1ccccn1	-9	-7%	-5%	-13%	6%	0%	-5%	-5%	-10%
O=C(Nc1cccc2nsnc12)C1CC(=O)N(c2ccccc2)C1 (stereo not drawn)	10	4%	-5%	3%[57.1 µM]	10%	-1%	-16%	-12%	-5%
CCN(CC)CCSc1nnc2c3cc(C)ccc3n(Cc3ccccc3)c2n1	-9	6%	-7%	18%[57.1 µM]	-3%	3%	-1%	-27%	3%[57.1 µM]
CC(C)CC(C(=O)NC(C)(C)C)N(Cc1ccccc1Cl)C(=O)c1snc(C(N)=O)c1N (stereo not drawn)	3	-6%	10%	10%	-4%	-5%	u	5%	2%
Cc1cc(C)c2c(=N)c3ccccc3n(CCCCCCCCn3c4ccccc4c(=N)c4c(C)cc(C)nc43)c2n1	5	52µM*	-6%	-8%	u	-23%	u	u	5%
